High-throughput results deposited in PubChem by several laboratories.
HTRA1 inh: HTRA1 serine protease inhibitors, primary screen, biochemical, fluorescence polarization, HTS | Q92743 | recombinant HTRA1, FP-rhodamine activity-based probe | inhibition, % at 5.96 µM | hit rate 0.5% among 340,000; in the data active = inhibition above about 36%;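 note: 0% = enzyme with DMSO and 100% = wells lacking enzyme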
TCR CD3 inh: inhibitors of human TCR-CD3 interaction, primary screen, biochemical, fluorescence, TAMRA-labeled TCR probe | inhibition, % at 9.4 µM | hit rate 0.37% among 360,000; in the data active = inhibition above about 19%;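 note: recombinant mutant TCR 2C K166C tagged with TAMRA read by polarization; 0% = receptor in buffer alone and 100% = receptor with positive control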
UHRF1 binding: UHRF1 methylated DNA binding inhibitors, primary screen, counter-screen for MBD2 inhibitor project, biochemical, TR-FRET, human UHRF1, single concentration; E3 ubiquitin-protein ligase UHRF1 (Homo sapiens), Q96T88; UHRF1 binding to methylated oligo; inhibition, % at 4.4 µM; hit rate 0.75% among 370,000; in the data active = inhibition above about 21%;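 note: UHRF1 SRA domain binding a hemimethylated CpG hairpin DNA probe; 0% = median of test compound wells and 100% = reference inhibitor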
MBD2 inh: inhibitors of MBD2 binding to methylated DNA, primary screen, biochemical, TR-FRET, DNA-binding domain, human; MBD2 binding to methylated oligonucleotide; inhibition, % at 4.4 µM; Methyl-CpG-binding domain protein 2 (Homo sapiens), Q9UBB5; hit rate 0.31% among 370,000; in the data active = inhibition above about 13%
Target sequence (Q9UBB5 whole entry, looked up, the tested form may be a part): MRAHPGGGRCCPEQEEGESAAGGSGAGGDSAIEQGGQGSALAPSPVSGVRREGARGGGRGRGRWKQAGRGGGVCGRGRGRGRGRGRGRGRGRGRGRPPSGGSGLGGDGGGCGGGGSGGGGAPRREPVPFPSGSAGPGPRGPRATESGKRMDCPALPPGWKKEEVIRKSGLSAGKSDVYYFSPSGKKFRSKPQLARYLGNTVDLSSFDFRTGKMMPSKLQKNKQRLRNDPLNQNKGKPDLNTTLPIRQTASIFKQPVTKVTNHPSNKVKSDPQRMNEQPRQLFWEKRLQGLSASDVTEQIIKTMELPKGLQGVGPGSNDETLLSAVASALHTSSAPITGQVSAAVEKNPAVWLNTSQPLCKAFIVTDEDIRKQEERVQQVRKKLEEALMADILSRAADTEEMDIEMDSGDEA
PG9 binder: binders of HIV-1 gp120 antibody PG9, primary screen, biochemical, TR-FRET; hit rate 0.43% among 360,000; inhibition, % at 6.7 µM; AID 624416, 2012; TR-FRET gp120-PG9 antibody binding; in the data active = inhibition above about 8.5%
ABHD4 inh: ABHD4 inhibitors, primary screen, biochemical, fluorescence polarization, mouse | (Lyso)-N-acylphosphatidylethanolamine lipase (Mus musculus), Q8VD66 | purified mABHD4, FP-Rh probe fluorescence polarization | inhibition, % at 8.92 µM | hit rate 0.54% among 370,000 | AID 720543, 2013;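 active = inhibition exceeding the mean over every tested compound plus 3 SD, cut at about 30% in these data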;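 note: 0% = plate median of compound wells and 100% = S159A mutant with DMSO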
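Assay system: Wild-type mouse ABHD4 protein | Medium: HEPES pH 7.0 buffer, 150 mM NaCl, 0.01% Pluronic F-127 | Incubation: Enzyme–compound pre-incubation 45 min, then probe 60 min, both 25 °C | Technique: Fluorescence polarization with parallel and perpendicular emission, 525/598 nm | Evaluation: % inhibition of FP-Rh probe binding versus controls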
Rev-erbA mod: modulators of Rev-erb alpha DNA binding, primary screen, biochemical, FITC-DNA, fluorescence polarization, uHTS; AID 1259318, 2017; Rev-erbα–FITC-DNA binding, 90 min; hit rate 0.79% among 370,000; activity, % at 10 µM;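 active = activity above about 14%, limit read from the data; passing the limit was not always enough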;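 note: 0% = DMSO wells with 35 nM protein and 100% = DMSO wells with 750 nM protein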
rCAG binder: binders of r(CAG) RNA repeats, primary screen, biochemical, fluorescence; inhibition, % at 3 µM; hit rate 1.3% among 370,000; r(CAG) RNA repeat, TO-PRO-1 dye displacement fluorescence;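 active = inhibition above the plate cutoff, the mean of all test compounds on that plate plus 3 SD, cut at about 35% in these data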;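 note: 0% = DMSO alone and 100% = 100 µM mitoxantrone as full dye displacement; higher means more dye released from RNA so lower well fluorescence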
LEDGF integ inh: blockers of LEDGF/p75-dependent integrase strand transfer – biochemical, TR-FRET, high throughput, primary screen. TR-FRET IN-LEDGF/p75 DNA integration, Eu/Cy5. inhibition, % at 3.7 µM. hit rate 0.64% among 370,000. AID 743269, 2014;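 active = inhibition above the screen-wide mean plus 3 SD, cut at about 13% in these data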;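 note: signal is the Cy5 over europium emission ratio at 671 and 618 nm; 0% = plate median of compound wells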
PRMT1 inh: PRMT1 methyltransferase inhibitors, primary screen, biochemical, fluorescence polarization; recombinant PRMT1, activity-based probe fluorescence polarization; inhibition, % at 2.79 µM; hit rate 1.3% among 370,000;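 active = inhibition above about 21% made by adding two undisclosed values, limit read from the data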
Target sequence (Q99873 whole entry, looked up): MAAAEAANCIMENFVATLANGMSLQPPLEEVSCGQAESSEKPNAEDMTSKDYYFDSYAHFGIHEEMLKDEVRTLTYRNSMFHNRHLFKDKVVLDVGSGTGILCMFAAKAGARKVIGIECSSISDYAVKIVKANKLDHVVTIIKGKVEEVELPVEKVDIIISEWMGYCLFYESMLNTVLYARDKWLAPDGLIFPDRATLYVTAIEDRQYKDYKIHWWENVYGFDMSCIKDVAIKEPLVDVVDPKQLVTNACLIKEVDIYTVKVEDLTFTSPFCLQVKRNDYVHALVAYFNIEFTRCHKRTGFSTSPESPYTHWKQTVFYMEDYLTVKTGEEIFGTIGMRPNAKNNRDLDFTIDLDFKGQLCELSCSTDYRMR
* = called active by the depositor; nt = not tested or not shown. These rows are one share of the data, so the mix of outcomes need not match the whole.

SMILES	HTRA1 inh	TCR CD3 inh	UHRF1 binding	MBD2 inh	PG9 binder	ABHD4 inh	Rev-erbA mod	rCAG binder	LEDGF integ inh	PRMT1 inh
CCN(CC(=O)NC1CCS(=O)(=O)C1)c1ccc(S(=O)(=O)N(CC)CC)cc1[N+](=O)[O-] (stereo not drawn)	2	1	-3	1	2.2	10	1	4	0	4
CCOC(=O)Cn1c(=NC(=O)CSC(C)=O)sc2cc(F)ccc21	-9	-1	-1	2	40*	4	2	2	0	4
O=C(CNC(=O)N1CC(=O)Nc2ccccc21)Nc1ccc(Cl)cc1	-3	-6	0	-3	-0.4	8	-4	4	-4	4
CCC(=O)Nc1nc2nc(C)cc(=O)n2[nH]1	8	-4	2	2	-1.2	0	12	1	2	0
Cc1ccc(-c2nc(CSCC(=O)N3CCN(C(=O)c4ccco4)CC3)c(C)o2)cc1	0	0	3	-1	0.3	-4	0	5	2	5
COc1ccc(C(=O)Nc2ccc(NC(=O)c3ccccc3OC)nc2)cc1	-20	0	0	-2	-2.9	-13	-1	3	3	-3
O=C(c1cc([N+](=O)[O-])cc([N+](=O)[O-])c1)N1CCCc2ccccc21	4	3	-1	-1	-3.8	-3	1	-4	5	-6
COc1cc(C(C(=O)NC2CCCC2)N(C(=O)c2ccco2)c2ccccc2C(C)=O)cc(OC)c1OC (stereo not drawn)	-4	1	1	4	1.0	0	3	0	4	-5
C[C@@H]1CN([C@H](C)CO)C(=O)c2cc(-c3ccccc3)cnc2O[C@@H]1CN(C)C(=O)C1CCOCC1	-3	5	3	-3	1.7	1	2	1	1	-1
CCOC(=O)N=S(=O)(Oc1ccc([N+](=O)[O-])cc1)c1ccccc1 (stereo not drawn)	8	8	0	-3	-0.3	5	1	-5	-1	-2
CCS(=O)(=O)Nc1cccc(C2=NN(S(C)(=O)=O)C(c3cccs3)C2)c1 (stereo not drawn)	-3	-1	-3	1	-2.6	-2	5	3	2	-5
CCOC(=O)C1=C(COC(=O)Cc2ccccc2[N+](=O)[O-])NC(=O)NC1C (stereo not drawn)	2	6	-1	2	-1.8	2	-6	1	0	-4
Cc1ccc(C2/C(=C(\O)c3ccc4c(c3)OCCO4)C(=O)C(=O)N2CC2CCCO2)cc1 (stereo not drawn)	1	-2	-5	2	9.7*	-1	8	1	1	5
O=C(CNc1cccc(Cl)c1)NNC(=S)NCc1ccccc1	-4	-3	1	3	-1.1	-2	-1	1	-1	1
COc1ccc(-c2oc3ccc(-c4ccc5c(c4)OCO5)cc3c2C#CC2(O)CCCCC2)cc1	-83	-4	5	4	0.3	-25	4	13	0	-4
CCn1cc(/C=N\NC(=O)c2cc(-c3ccccc3OC)nc3ccccc23)c(C)n1	-19	6	4	-1	1.0	-27	2	3	0	0
Cc1ccc2nc(-c3ccco3)c(Nc3ccccc3)n2c1	4	8	0	3	-0.9	7	0	2	1	2
OC(COc1c(F)cc(Br)cc1F)CN1CCc2ccccc2C1 (stereo not drawn)	-2	0	0	-3	-1.4	-1	2	-8	-4	1
C#CCn1c(=NC(=O)c2ccc(S(=O)(=O)N3CCCc4ccccc43)cc2)sc2cc(S(N)(=O)=O)ccc21	-128	21*	3	4	4.8	-109	0	-14	-1	1
Cc1ccc(NC(=O)COC(=O)CN2CCSC2=O)cc1F	0	4	-1	-1	-0.3	-3	2	2	0	-1
Cc1ccc(C(C(=O)NC2CCCC2)N(Cc2ccc(F)cc2)C(=O)c2snc(C(N)=O)c2N)o1 (stereo not drawn)	-24	1	-3	-2	-0.4	-9	0	3	2	2
CCOC(=O)NC1CCc2cc(OC)c(OC)c(OC)c2-c2ccc(SC)c(=O)cc21 (stereo not drawn)	-4	0	0	4	-0.2	-3	-1	5	5	7
O=S(=O)(c1cccc(-c2cn3cc(Cl)ccc3n2)c1)N1CCOCC1	5	-3	-2	-1	-0.1	-1	-3	-1	-3	-3
COc1ccc2cc3cc(C(=O)NCCC(C)C)oc3nc2c1	1	1	-3	1	-2.1	0	-5	-3	-2	-2
O=C(c1ccoc1)N1CCN(c2cc(-c3ccco3)nc3cc(-c4ccco4)nn23)CC1	nt	nt	2	8	nt	-9	-21	nt	9	34*
Additional structures
SMILES	HTRA1 inh	TCR CD3 inh	UHRF1 binding	MBD2 inh	PG9 binder	ABHD4 inh	Rev-erbA mod	rCAG binder	LEDGF integ inh	PRMT1 inh
O=C(NCC1CCN(C(=O)C(=O)c2cccs2)CC1)c1ccc2c(c1)CCO2	nt	-7	14	19*	1.5	4	-9	1	-3	3
N/C(=N\OS(=O)(=O)c1ccc2ccccc2c1)c1ccncc1	4	3	2	-2	-1.9	-3	-3	3	3	-1
CCN(C(=O)CSc1nnc(SC)s1)c1c(N)n(Cc2ccccc2)c(=O)[nH]c1=O	0	3	1	-4	2.4	7	5	4	1	-2
Cn1c(C(=O)N2CCN(c3ccc(F)cc3)CC2)cc2ccccc21	-4	-4	-1	0	0.1	-2	6	-4	2	1
COCCNC(=O)/C(C#N)=C/c1ccc(O)c([N+](=O)[O-])c1	-4	-3	-4	-14	-0.1	-2	5	2	-4	1
CCN1/C(=C/c2sc(-c3ccccc3C)c[n+]2C)Sc2ccccc21	3	3	-21	0	0.1	-2	-1	10	0	0
CCCc1ccc(Oc2c(-c3ccc(O)c(C)c3O)n[nH]c2C)cc1	6	0	0	1	0.7	-2	-3	5	-2	1
C[C@@H]1CN([C@H](C)CO)C(=O)c2cc(-c3ccc(C#N)cc3)cnc2O[C@H]1CN(C)C(=O)c1ccccc1	3	8	0	-3	-0.7	2	3	3	-10	-5
Cn1c(N)c(C(=O)CCl)c(=O)n(Cc2ccccc2)c1=O	-4	0	4	10	1.6	-12	2	13	0	4
CC(C)(C)NS(=O)(=O)c1ccc(CCC(=O)N2CCCC2)cc1	8	3	0	3	-2.5	-4	-5	-5	3	-2
CCC1Oc2ccc(C)cc2N(CC(=O)N(Cc2ccncc2)Cc2ccco2)C1=O (stereo not drawn)	-3	3	0	-1	-2.8	-2	3	-3	1	4
Cc1ccc(NC(=O)c2sc(N)nc2C)cc1	4	3	-1	-2	-2.6	3	0	4	-4	-1
Cc1ccc(Cc2cnc(N3C(=N)SC(C)C3=O)s2)cc1 (stereo not drawn)	-2	0	-2	-7	0.6	-1	-2	10	4	4
COc1ccc(C)cc1-n1nnnc1SCc1nc2ccccc2c(=O)[nH]1	-3	-4	3	9	-3.8	-4	-2	1	2	10
O=C(c1cncs1)N1CCCC(CNS(=O)(=O)c2cccs2)C1 (stereo not drawn)	1	8	-2	5	-1.3	-2	5	-4	1	-7
COc1cc(C2CC(=O)Oc3cc(C)c(Br)c(C)c32)cc(OC)c1OC (stereo not drawn)	-8	-8	-1	2	1.6	-2	1	4	0	1
O=C1OCC(c2ccccc2)=C1c1ccccc1[N+](=O)[O-]	-12	6	-2	-9	2.1	-4	-3	3	-3	-2
O=C(NCc1ccccc1)/C(=C\c1cccc([N+](=O)[O-])c1)NC(=O)c1ccco1	12	3	-1	-2	1.8	5	2	-1	-4	-1
COc1ccc(S(=O)(=O)Nc2cccc3c2O[C@H](CN(C)C(=O)NC2CCCCC2)[C@@H](C)CN([C@H](C)CO)C3=O)cc1	-1	5	-1	-6	-1.9	1	1	0	1	-3
Cc1nc(SCC(=O)Nc2cc(S(=O)(=O)N3CCOCC3)ccc2Cl)nc(C)c1C	7	-4	2	1	-0.8	-2	-2	1	10	6
COc1cc(C(=O)NCCc2ccc3c(c2)OCCO3)ccc1OCC(=O)N1CCOCC1	-4	7	0	-1	-0.3	3	2	-3	-3	1
Cc1ccc(-c2nc3ncccc3n2O)cc1	4	-2	-2	0	-4.2	-3	5	2	0	-2
CCOC(=O)C1CCN(Cc2cc(C(C)C)c(O)c(C(C)C)c2)CC1	-7	6	1	-1	-0.8	-3	-2	-9	-2	-3
Cn1cc(-c2cccc3nncn23)cn1	nt	6	0	-3	1.1	2	4	-1	-3	5
Cc1oc(-c2ccccc2)nc1CS(=O)CC(=O)NC1CCCC1 (stereo not drawn)	-3	-3	-1	2	-0.6	0	-4	3	3	6

Five entries from above, sorted by the number in ABHD4 inh, low to high:
Compound,ABHD4 inh
COc1ccc(C)cc1-n1nnnc1SCc1nc2ccccc2c(=O)[nH]1,-4
Cc1ccc(-c2nc3ncccc3n2O)cc1,-3
Cn1c(C(=O)N2CCN(c3ccc(F)cc3)CC2)cc2ccccc21,-2
Cc1oc(-c2ccccc2)nc1CS(=O)CC(=O)NC1CCCC1 (stereo not drawn),0
C[C@@H]1CN([C@H](C)CO)C(=O)c2cc(-c3ccc(C#N)cc3)cnc2O[C@H]1CN(C)C(=O)c1ccccc1,2

Two successive entries already listed:
SMILES	HTRA1 inh	TCR CD3 inh	UHRF1 binding	MBD2 inh	PG9 binder	ABHD4 inh	Rev-erbA mod	rCAG binder	LEDGF integ inh	PRMT1 inh
Cn1cc(-c2cccc3nncn23)cn1	nt	6	0	-3	1.1	2	4	-1	-3	5
Cc1oc(-c2ccccc2)nc1CS(=O)CC(=O)NC1CCCC1 (stereo not drawn)	-3	-3	-1	2	-0.6	0	-4	3	3	6

Later entries.
SMILES	HTRA1 inh	TCR CD3 inh	UHRF1 binding	MBD2 inh	PG9 binder	ABHD4 inh	Rev-erbA mod	rCAG binder	LEDGF integ inh	PRMT1 inh
O=C(COc1cccc(C(F)(F)F)c1)Nc1ccc(S(=O)(=O)N2CCCC2)cc1	-27	-2	1	1	-1.9	-21	-1	3	1	-2
CCOc1ccc(NC(=O)c2cccc(OC(=S)N3CCOCC3)c2)cc1	3	0	1	4	-2.8	-4	-5	-3	-1	-5
C=CCNC(=O)NC(=O)COC(=O)/C(C#N)=C/c1cc(C)n(CCC(C)C)c1C	1	3	3	1	-0.5	-2	7	0	-4	3
Cn1c(COc2ccc(Cl)cc2)nnc1SCC(=O)NC1CCCCC1	-3	6	1	-5	-2.7	-4	-1	2	2	-2
COc1ccc(CCNC(=O)CCCN2C(=O)c3ccccc3C2=O)cc1	nt	1	2	1	0.2	6	2	-5	-4	1
CCc1nc2ccc(C(=O)NCc3cccs3)cn2c1N(CC)Cc1cccc(Br)c1	nt	6	1	1	-1.6	-12	-6	6	1	0
O=c1cc(CN2CCN(c3ccc(F)cc3)CC2)nc2sccn12	-1	10	0	3	-0.3	3	-3	2	1	5
CCn1ccnc1[C@@H]1C[C@H]2CN(c3ccccc3OC)C(=O)[C@]23CCCN13	8	6	9	4	-0.5	-3	0	-3	-2	-2
OC(c1ccccc1)c1nc(-c2cc(F)cc(F)c2)cs1 (stereo not drawn)	nt	0	19	12	2.1	-27	4	2	0	0
CC(C)CN1CCNC(=O)C1CC(=O)NCCCN1CCCc2ccccc21 (stereo not drawn)	-4	6	-2	7	-1.8	-2	-2	-9	1	1
O=C(CCCCn1c(=S)[nH]c2ccsc2c1=O)NCc1ccc2c(c1)OCO2	-7	-3	1	-3	15*	2	20*	5	0	1
COc1ccc(OC)c(NC(=O)CCN2CCC(C)CC2)c1	11	-10	2	2	-0.6	0	5	-4	-2	1
CCOc1ccccc1/C=c1\sc2nc(-c3ccco3)nn2c1=O	2	4	3	-1	-2.4	0	-13	17	1	3
